TbREL1 inh: TbREL1 inhibition, primary screen; P86926; TbREL1 RNA ligation, FRET fluorescence; inhibition, % at 9.66 µM; actives 0.49% (n = 89,000);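 active = inhibition above the mean inhibition across all screened compounds plus 3 SD, cut at about 11% in these data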;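 also: 0% = plate median of test wells and 100% = NSC42067 control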
Target sequence (P86926 whole entry, looked up): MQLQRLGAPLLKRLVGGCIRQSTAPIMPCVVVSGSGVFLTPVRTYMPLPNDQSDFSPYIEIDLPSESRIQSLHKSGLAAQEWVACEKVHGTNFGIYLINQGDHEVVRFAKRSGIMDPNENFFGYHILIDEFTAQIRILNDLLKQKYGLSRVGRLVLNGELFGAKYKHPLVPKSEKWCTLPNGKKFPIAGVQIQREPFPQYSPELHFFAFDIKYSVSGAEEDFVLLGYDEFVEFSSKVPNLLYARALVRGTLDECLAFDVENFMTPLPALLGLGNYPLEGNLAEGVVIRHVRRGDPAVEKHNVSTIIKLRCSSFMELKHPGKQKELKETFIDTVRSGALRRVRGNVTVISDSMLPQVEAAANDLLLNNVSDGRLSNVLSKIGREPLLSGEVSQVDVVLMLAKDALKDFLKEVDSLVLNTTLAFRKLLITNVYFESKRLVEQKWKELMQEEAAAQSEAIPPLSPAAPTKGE
An asterisk follows results filed as active.

COCCNC(=O)C(c1ccc(OC)cc1)N(CCOC)C(=O)CCC(=O)Nc1nccs1 (stereo not drawn) was read as TbREL1 inh -1.
COC(=O)N1[C@H](C)C=C[C@]1(Cc1ccccc1)C(=O)NCCCNc1ncc(C(F)(F)F)cc1Cl was read as TbREL1 inh -2.
COc1ccccc1OCCNc1ccc(S(=O)(=O)N2CCCC2)cn1 was read as TbREL1 inh 4.
Screening Nc1cccc(-c2nc3ccccc3[nH]2)c1 returned TbREL1 inh 1.
CCCN1CCN(CCCNC(=O)CCCn2nc(C)c3sc4ccccc4c3c2=O)CC1 was read as TbREL1 inh -1.
Screening Cc1c(C(=O)NCc2ccccn2)sc(=O)n1Cc1ccc(-c2ccccc2)cc1 returned TbREL1 inh -3.
Screening Cc1ccc2c(CSc3nncn3C)cc(=O)oc2c1C returned TbREL1 inh 1.
O=C(C1CCCN1S(=O)(=O)c1ccc(Cl)s1)N1CCc2ccccc2C1 (stereo not drawn) was read as TbREL1 inh -2.
COc1ccc(-n2c(SCC(=O)Nc3ccc(Oc4ccccc4)cc3)nnc2-c2cccnc2)cc1 was read as TbREL1 inh 6.
For CC(C)(C)OC(=O)NC1CCN(c2nc(-c3ccc(Br)cc3)cs2)CC1 the results were TbREL1 inh 3.
Screening Cc1cc(SCC(=O)N(C)CC(=O)Nc2ccc(F)cc2)nc2ccccc12 returned TbREL1 inh -1.
`Cc1cccc(C)c1OCC(=O)OCC(=O)Nc1ccc(Cl)cn1` gave TbREL1 inh 0.
`CCOC(=O)c1c(C)[nH]c(C(=O)COC(=O)c2cnccn2)c1C` gave TbREL1 inh -1.
`COc1ccc(F)cc1Cn1nc(C(=O)O)c2ccccc2c1=O` gave TbREL1 inh -1.
`O=C(NC1CCCCC1)C(c1ccncc1)N(C(=O)c1csnn1)c1ccccc1F` (stereo not drawn) gave TbREL1 inh 0.
`COc1ccc(C(=O)N2CCCC(Nc3ccc(F)cc3)C2)cc1F` (stereo not drawn) gave TbREL1 inh -4.
`COc1ccccc1NC(=S)NCCc1c[nH]c2ccccc12` gave TbREL1 inh -4.
`CCCCC(CC)C1OCC(CN2CCCC2)O1` (stereo not drawn) gave TbREL1 inh 3.
`CN(CCc1ccccn1)C(=O)c1ccc2c(c1)ncn2C1CCCCC1` gave TbREL1 inh -4.
Screening C#CCOCCOCCOCCNc1nc(N2CCN(C(=O)[C@H]([C@@H](C)CC)n3cc([C@@H](N)CO)nn3)CC2)nc(N2CCN(C(=O)[C@H](CCCCN)n3cc([C@@H](N)CO)nn3)CC2)n1 returned TbREL1 inh 5.
For CCOC(=O)c1c(C)[nH]c(C(=O)OCc2ccc(C)cc2)c1C the results were TbREL1 inh -2.
Screening Cn1c(=O)c2c(nc(CN3CCC(C(N)=O)CC3)n2CCc2ccccc2)n(C)c1=O returned TbREL1 inh 1.
`CCCOc1cc(C)c(S(=O)(=O)n2nnc3ccccc32)cc1C` gave TbREL1 inh 6.
For Cc1onc(-c2ccc(Cl)cc2)c1-c1ccnn1S(=O)(=O)c1ccc(Cl)cc1 the results were TbREL1 inh 0.
Screening COc1cccc(/C=N/NC(=O)c2ccc(=O)[nH]n2)c1O returned TbREL1 inh 9.
Screening COc1ccc(N2CCN(C(=O)COC(=O)Cc3c(F)cccc3Cl)CC2)cc1 returned TbREL1 inh -5.
For c1ccc(Cc2cnc(N3CCN(Cc4csc5ccccc45)CC3)nc2)cc1 the results were TbREL1 inh -1.
Screening CCC(=O)OCCn1c(=O)c2cc3c(=O)n(CCOC(=O)CC)c(=O)c3cc2c1=O returned TbREL1 inh -2.
CC[C@]12C(=O)N(C)C[C@H]([C@@H]3C(=O)N(Cc4ccccc4)C(=O)[C@@H]31)N2C(=O)c1ccc(C(C)(C)C)cc1 was read as TbREL1 inh -2.
Screening Cc1ccc(-c2noc(CNCCCN(C)C)n2)cc1 returned TbREL1 inh 5.
For O=C(CCC(=O)N1CCSc2ccccc21)NCc1cccc(Cl)c1 the results were TbREL1 inh -2.
O=C1C(NC(=O)N2c3ccccc3C=Cc3ccccc32)CCCCN1Cc1ccc(Cl)cc1 (stereo not drawn) was read as TbREL1 inh 3.
Screening Cn1c(=O)c(=O)n(C)c2cc(N3CCOCC3)c(NS(=O)(=O)c3ccc(F)c(Cl)c3)cc21 returned TbREL1 inh -1.
`CC[C@@]12C(=O)N(c3cccc(F)c3)C(=O)N1[C@H](c1cccc(C)c1)[C@@H]1C(=O)N(Cc3ccccc3)C(=O)[C@@H]12` gave TbREL1 inh 0.
`O=C1c2ccncc2C(=O)N1CO` gave TbREL1 inh -1.
Screening O=C(O)CCCC(=O)Nc1cccc(C(F)(F)F)c1 returned TbREL1 inh -2.
For Cc1ccc(C)c(N2CCN(C(c3ccc(N(C)C)cc3)c3nnnn3C(C)(C)C)CC2)c1 (stereo not drawn) the results were TbREL1 inh -1.
Screening Cc1ccc2nc(NC(=O)CS(=O)(=O)Cc3ccccc3)sc2c1 returned TbREL1 inh -1.
`O=C(CSc1n[nH]c(-c2cccnc2)n1)Nc1ccccc1C(F)(F)F` gave TbREL1 inh 5.
`CC(C)c1nnc(NC(=O)CCS(=O)(=O)c2ccccc2)s1` gave TbREL1 inh 1.
`Fc1cc(F)cc(-c2c(-c3ccccc3)ncc3ccc(F)cc23)c1` gave TbREL1 inh -2.
`CC1CCCC(C)N1C(=O)COC(=O)c1cccc(S(=O)(=O)N(C)c2ccccc2)c1` (stereo not drawn) gave TbREL1 inh -1.
CN(C(=O)c1ccc(S(=O)(=O)N2CCCC2)cc1)C1CCS(=O)(=O)C1 (stereo not drawn) was read as TbREL1 inh 2.
For O=C(Nc1ccc2c(c1)CCC2)c1cc(=O)[nH]c2ccccc12 the results were TbREL1 inh 2.
For O=C(O)COc1ccccc1/C=N/NC(=O)c1cc2ccccc2cc1O the results were TbREL1 inh 3.
`COc1cc(CCCN2C(=S)NC[C@@H]2CC2CCCCC2)cc(OC)c1OC` gave TbREL1 inh -6.
For O=C(NNC(=S)Nc1cccc2ccccc12)c1cccc(Br)c1 the results were TbREL1 inh -5.
For COCCNc1ccc(S(=O)(=O)N2CCCC2)cc1[N+](=O)[O-] the results were TbREL1 inh -1.
`Cc1ccsc1CN(C)C(=O)C1CCC(=O)N(CCc2cccc(F)c2)C1` (stereo not drawn) gave TbREL1 inh -2.
Screening COc1ccc(C2C(C(C)=O)=C(C)Nc3ncnn32)cc1OC (stereo not drawn) returned TbREL1 inh 4.
`CCN1CCN(C(=O)C2CC(c3ccc(F)cc3)=NO2)CC1` (stereo not drawn) gave TbREL1 inh 5.
CCOC(=O)c1cccc(NS(=O)(=O)c2c(C)[nH]c(C)c2C(=O)N2CCCC2)c1 was read as TbREL1 inh 1.
Cc1ccc(C)c(SCC(=O)Nc2nnc(-c3ccccc3)o2)c1 was read as TbREL1 inh 2.
Cc1nnc(SCc2cc(=O)[nH]c(Nc3nc(C)c4cc(C)c(C)cc4n3)n2)s1 was read as TbREL1 inh 3.
O=C(Oc1ccc(Br)cc1C(=S)N1CCCC1)c1ccccc1Cl was read as TbREL1 inh 0.
For Cc1ccc(S(=O)(=O)CCC(=O)NCc2ccccc2F)cc1 the results were TbREL1 inh 5.
For Cn1c(=O)c2cc(S(=O)(=O)NC(C(=O)NCc3cccnc3)c3ccccc3)ccc2n(C)c1=O (stereo not drawn) the results were TbREL1 inh -2.
`O=S(=O)(NC1CC2CCC1C2)c1ccc(Br)s1` (stereo not drawn) gave TbREL1 inh 0.
Screening CN(Cc1ccccc1)S(=O)(=O)c1ccc(S(=O)(=O)N(Cc2ccc(F)cc2)C2CCCC2)cc1 returned TbREL1 inh 2.
Screening CNS(=O)(=O)c1cccc(C(=O)OCC(=O)c2cc3ccccc3o2)c1 returned TbREL1 inh 2.

13 structures already listed, sorted by molecular weight, ascending.
For O=C(Nc1ccc2c(c1)CCC2)c1cc(=O)[nH]c2ccccc12 the results were TbREL1 inh 2.
`CCN1CCN(C(=O)C2CC(c3ccc(F)cc3)=NO2)CC1` (stereo not drawn) gave TbREL1 inh 5.
Screening COc1ccc(C2C(C(C)=O)=C(C)Nc3ncnn32)cc1OC (stereo not drawn) returned TbREL1 inh 4.
`Fc1cc(F)cc(-c2c(-c3ccccc3)ncc3ccc(F)cc23)c1` gave TbREL1 inh -2.
`O=S(=O)(NC1CC2CCC1C2)c1ccc(Br)s1` (stereo not drawn) gave TbREL1 inh 0.
Cc1ccc(C)c(SCC(=O)Nc2nnc(-c3ccccc3)o2)c1 was read as TbREL1 inh 2.
For O=C(O)COc1ccccc1/C=N/NC(=O)c1cc2ccccc2cc1O the results were TbREL1 inh 3.
Screening CNS(=O)(=O)c1cccc(C(=O)OCC(=O)c2cc3ccccc3o2)c1 returned TbREL1 inh 2.
CCOC(=O)c1cccc(NS(=O)(=O)c2c(C)[nH]c(C)c2C(=O)N2CCCC2)c1 was read as TbREL1 inh 1.
Cc1nnc(SCc2cc(=O)[nH]c(Nc3nc(C)c4cc(C)c(C)cc4n3)n2)s1 was read as TbREL1 inh 3.
`CC1CCCC(C)N1C(=O)COC(=O)c1cccc(S(=O)(=O)N(C)c2ccccc2)c1` (stereo not drawn) gave TbREL1 inh -1.
For Cn1c(=O)c2cc(S(=O)(=O)NC(C(=O)NCc3cccnc3)c3ccccc3)ccc2n(C)c1=O (stereo not drawn) the results were TbREL1 inh -2.
Screening CN(Cc1ccccc1)S(=O)(=O)c1ccc(S(=O)(=O)N(Cc2ccc(F)cc2)C2CCCC2)cc1 returned TbREL1 inh 2.

Continued.
`N#CCCN(Cc1cccnc1)C(=S)NCc1ccco1` gave TbREL1 inh -1.
CCOC(=O)CNC(=O)CSc1ncnc2c1cnn2Cc1ccccc1 was read as TbREL1 inh 2.
NCC(=O)NCC(=O)NC[C@H]1O[C@@H](n2cnc3c(N)ncnc32)[C@H](O)[C@@H]1O was read as TbREL1 inh 1.
CS(=O)(=O)N1CCN(c2ccc(NC(=O)COc3ccccc3)cc2)CC1 was read as TbREL1 inh 0.
`Cn1c(SCc2nc(-c3ccc(Br)cc3)no2)nnc1-c1ccco1` gave TbREL1 inh 5.
CCn1nnnc1SCC(=O)Nc1ccc(OCc2ccccc2)cc1 was read as TbREL1 inh -2.
For CCOc1cc(/C=N\NC(=O)c2ccc(NC(=O)C(C)(C)C)cc2)ccc1OC(=O)c1cccc(C)c1 the results were TbREL1 inh -1.
Screening N#C/C(=C\c1cccnc1)c1ccccc1[N+](=O)[O-] returned TbREL1 inh 2.
`Oc1ccccc1C1=Nc2nc3ccccc3n2C(c2ccccc2)C1` (stereo not drawn) gave TbREL1 inh 1.
O=C(NCC(F)(F)F)c1ccc2sc([C@H]3C[C@H](O)[C@@H](CO)O3)nc2c1 was read as TbREL1 inh 5.
CN(C)C1=NC[C@H](Cc2ccccc2)N1CCCC1CCCCC1 was read as TbREL1 inh 9.
CCC(=O)Nc1cccc(NC(=O)CSc2nnc(C(C)C)n2CC)c1 was read as TbREL1 inh -1.
Cc1ccc(-n2nc(C)c(C(C)(O)C(F)(F)F)c2N)cc1 (stereo not drawn) was read as TbREL1 inh 0.
Screening CC(C)(C)C(=O)Nc1cccc(-c2ncon2)c1 returned TbREL1 inh 0.
For O=S(=O)(Nc1ncccn1)c1ccc(NC(=S)Nc2ccccc2)cc1 the results were TbREL1 inh -2.
For NC(=O)c1ccsc1NC(=O)COC(=O)CNC(=O)c1cccc([N+](=O)[O-])c1 the results were TbREL1 inh 2.
Screening COC(=O)c1c(NC(=O)CC2SC(N)=NC2=O)sc2c1CCC(C)C2 (stereo not drawn) returned TbREL1 inh 2.
`CCOC(=O)Nc1ccc2c3c(cccc13)-c1ccccc1-2` gave TbREL1 inh 1.
CCN1CCCC1CNC(=O)CSc1cc(=O)n(C)c2cc(Cl)ccc12 (stereo not drawn) was read as TbREL1 inh -1.
Screening CO/N=C/NC(=O)c1ccc([N+](=O)[O-])c(CS(=O)(=O)c2ccc(Cl)cc2)c1 returned TbREL1 inh 2.
For O=C(CSc1nnc(-c2ccccn2)n1-c1ccccc1)c1ccc(F)cc1 the results were TbREL1 inh -2.
For O=C(OC1CCCCC1=O)c1cc(S(=O)(=O)N2CCOCC2)ccc1F (stereo not drawn) the results were TbREL1 inh 0.
O=[N+]([O-])c1ccc(-c2cn3c(n2)SCC3)cc1 was read as TbREL1 inh -1.
For O=C(NCCCN1CCOCC1)c1ccc2c(c1)N(Cc1ccccc1)CCS2 the results were TbREL1 inh -5.
For O=C(NCC1CCCO1)C1CCN(S(=O)(=O)c2ccc(Br)cc2)CC1 (stereo not drawn) the results were TbREL1 inh 0.
Screening Cc1ccc(Cl)cc1NC(=O)COC(=O)CC1CC2CCC1C2 (stereo not drawn) returned TbREL1 inh 0.
`N#C/C(C(=O)N1CCCCC1)=C1\Nc2ccccc2S1` gave TbREL1 inh 1.
`Clc1ccccc1-c1nc(-c2ccccc2)n[nH]1` gave TbREL1 inh 4.
For CC(C)(C)NS(=O)(=O)c1ccc(CCC(=O)Nc2cc(Cl)ccc2Oc2ccccc2)cc1 the results were TbREL1 inh 0.
`COCCN(C(=O)COC(=O)CSc1cc(C)ccc1C)c1c(N)n(Cc2ccccc2)c(=O)[nH]c1=O` gave TbREL1 inh -3.
For O=C(Nc1nnc(-c2ccc3c(c2)CCCC3)o1)C1CCCCC1 the results were TbREL1 inh 2.
For O=C(NCc1cccc(Cl)c1)N1CCN(S(=O)(=O)c2ccccc2F)CC1 the results were TbREL1 inh -1.
For CC1CC(C)CN(C(=O)COC(=O)CNC(=O)C23CC4CC(CC(C4)C2)C3)C1 (stereo not drawn) the results were TbREL1 inh -3.
`CC1CCN(c2ccc(NC(=S)NC(=O)c3ccc(-c4cccc([N+](=O)[O-])c4)o3)cc2)CC1` gave TbREL1 inh -6.
Screening CC(C)(C)CN1CCNC(=O)C1CC(=O)N1CCOc2ccccc2C1 (stereo not drawn) returned TbREL1 inh 0.
For COc1ccc(C=O)cc1C1=CC(=O)C[C@H](c2ccc(Cl)cc2)C1 the results were TbREL1 inh 1.
Screening CC(C)CCNC(=O)C(C)N(C(=O)c1snc(C(N)=O)c1N)c1cnc2ccccc2c1 (stereo not drawn) returned TbREL1 inh 1.
Screening CCc1ccc(S(=O)(=O)Nc2ccc(-c3ccc4nnc(C)n4n3)cc2)s1 returned TbREL1 inh -2.
O=[N+]([O-])c1ccc([N+](=O)[O-])c(Nc2ccc(N3CCOCC3)cc2)c1 was read as TbREL1 inh 0.
Screening COc1ccc(N2C(=O)CCC(C(C)=O)=C2C)cc1 returned TbREL1 inh 0.
`O=C(O)CCn1cc(/C=N/O)c(-c2cccc([N+](=O)[O-])c2)n1` gave TbREL1 inh 2.

High-throughput results deposited in PubChem by The Scripps Research Institute Molecular Screening Center.

The list is partial (hit frequency here may not be typical).
